Screens (PubChem)
TDP1 inh – qHTS Assay for Inhibitors of Tyrosyl-DNA Phosphodiesterase (TDP1); Tyrosyl-DNA phosphodiesterase 1 (Homo sapiens), Q9NUW8; recombinant TDP1, AlphaScreen DNA substrate cleavage; Potency, µM (doses to about 130 µM), without a hit: at the highest dose activity change, negative = inhibition, most hits filed as inhibitors; actives 0.28% (n = 350,000); AID 485290, 2010; also: nearly all actives have a fitted effect of over 40% in size
Target sequence (Q9NUW8 whole entry, looked up): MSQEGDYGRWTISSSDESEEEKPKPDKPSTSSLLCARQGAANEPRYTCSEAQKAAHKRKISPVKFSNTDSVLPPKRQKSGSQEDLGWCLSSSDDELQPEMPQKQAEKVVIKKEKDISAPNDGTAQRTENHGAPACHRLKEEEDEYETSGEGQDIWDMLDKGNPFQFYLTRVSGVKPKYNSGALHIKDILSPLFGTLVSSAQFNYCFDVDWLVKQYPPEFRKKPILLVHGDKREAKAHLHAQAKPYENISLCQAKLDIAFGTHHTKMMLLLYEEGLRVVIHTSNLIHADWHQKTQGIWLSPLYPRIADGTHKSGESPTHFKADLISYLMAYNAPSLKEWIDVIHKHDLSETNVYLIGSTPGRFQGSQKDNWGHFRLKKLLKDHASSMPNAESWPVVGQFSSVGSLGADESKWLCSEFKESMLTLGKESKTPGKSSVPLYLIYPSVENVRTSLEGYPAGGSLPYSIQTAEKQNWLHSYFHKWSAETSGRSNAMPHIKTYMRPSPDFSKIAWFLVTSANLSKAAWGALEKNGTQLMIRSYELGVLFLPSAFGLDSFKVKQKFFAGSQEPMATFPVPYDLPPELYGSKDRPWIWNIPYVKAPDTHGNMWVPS
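Recombinant human Tdp1 (E. coli-expressed, 1 nM final) preincubated with compounds 15 min at room temperature, then 5'-biotin/3'-phosphotyrosine-FITC DNA substrate (15 nM final) added for 5 min. AlphaScreen beads (10 ug/ml final) added 10 min; cleavage lowers signal.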
N370S GC mod – qHTS Assay for Inhibitors and Activators of N370S glucocerebrosidase as a Potential Chaperone Treatment of Gaucher Disease | Lysosomal acid glucosylceramidase (Homo sapiens), P04062 | N370S GC spleen homogenate, 4MU-glucoside fluorescence | Potency, µM (top dose mostly 59.4 µM), without a hit: top-dose activity change, negative = inhibition, most hits filed as inhibitors | actives 0.092% (n = 330,000) | AID 2101, 2009;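 also: 0% = full enzyme activity and -100% = no enzyme basal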
FEN1 inh – qHTS Assay for the Inhibitors of Human Flap endonuclease 1 (FEN1); P39748; Recombinant FEN1 flap cleavage, fluorescence, 15 min; Potency, µM (series often up to 114 µM), for the others: top-dose activity change, negative = inhibition, most hits filed as inhibitors; actives 0.35% (n = 390,000); also: nearly all actives have a fitted effect of over 65% in size
Target sequence (P39748 whole entry, looked up): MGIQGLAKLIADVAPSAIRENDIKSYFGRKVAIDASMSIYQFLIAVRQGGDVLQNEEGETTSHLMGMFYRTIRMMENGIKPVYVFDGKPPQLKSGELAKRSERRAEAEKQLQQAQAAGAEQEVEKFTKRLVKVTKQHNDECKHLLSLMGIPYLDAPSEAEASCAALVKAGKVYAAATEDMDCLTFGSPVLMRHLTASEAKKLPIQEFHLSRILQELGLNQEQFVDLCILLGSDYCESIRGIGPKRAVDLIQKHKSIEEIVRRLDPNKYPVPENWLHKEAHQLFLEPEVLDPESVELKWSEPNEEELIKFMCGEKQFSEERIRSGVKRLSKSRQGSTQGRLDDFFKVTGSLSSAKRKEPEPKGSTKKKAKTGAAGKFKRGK
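Nuclease activity of 10 nM FEN1 was measured after 15 min of room-temperature exposure to titrated compounds, by adding 50 nM flap substrate and reading plates at 0 and 15 min.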
Numbers without * were called inactive; ? = inconclusive; . = no result given; & = joins results of further samples; [ ] = remark or other dose. Calls follow the shape of the dose curve; as a rule, active = well fitted curve in the direction sought with a large enough effect; inconclusive = small, poorly fitted or top-dose-only effect, or another doubt; inactive = no such curve, though single readings can be large; an effect the other way counts as inactive or inconclusive. Unless noted, % is scaled to controls: 0 for no effect and ±100 for the full control effect; potency is read from the fitted curve at half-maximal effect. Not a hit list; 0.57% or so of the library scored in one or more.

no. | smiles | N370S GC mod | FEN1 inh | TDP1 inh
1 | CSc1ccccc1NC(=O)CN(C)C(=O)C1CCN(C(=O)Nc2ccccc2)CC1 | 6% | -3% | 2%
2 | Cc1ccc(NS(=O)(=O)c2ccc(-c3coc(C)n3)cc2)c(Br)c1 | -3% | 7% | 8%
3 | O=C(NCCc1c[nH]c2ccccc12)c1cnc2sccn2c1=O | 19% | 26% | 0%
4 | COc1ccc(CC(=O)NC(C)c2nnc(SCCOc3ccc(OC)cc3)n2C)cc1 (stereo not drawn) | -2%[12.8 µM] | 2% | 4%
5 | CCN(CC)Cc1c(O)ccc2cc(-c3nc4ccccc4n3C)c(=O)oc12 | ? | 0% | .
6 | O=c1oc(CCCO)cc2ccc(C#CC3(O)CCCCC3)cc12 | . | -16% | 0%
7 | O=C(O)c1cnc(-c2ccccc2)nc1Oc1ccccc1 | -11% | 3% | -2%
8 | O=C1CCC/C=C/C[C@@H](CC(=O)N(CCO)Cc2ccccc2)C(=O)NC[C@@H](c2ccccc2)O1 | . | 13% | 1%
9 | O=C(O)c1cc(-c2cccc(Cl)c2)nc2nc(N3CCCCC3)sc12 | 9% | -3% | -6%
10 | CC(=O)Nc1ccc(OCC(O)CNC2CCCC2)cc1 (stereo not drawn) | -1% | -4% | -5%
11 | CCSc1n[nH]c2nc3c(c(=O)n12)C1(CCCCC1)Cc1ccccc1-3 | 9% | -2% | .
12 | CN(CC(=O)N1CCN(c2ccccc2)CC1)C1CCCc2ccccc21 (stereo not drawn) | -11% | -21% | 8%

Following part
no. | smiles | N370S GC mod | FEN1 inh | TDP1 inh
13 | COc1ccc(C(=O)NCC(=O)NCCc2c[nH]c3ccccc23)cc1OC | -2% | -3% | 0%
14 | CC(C)CNC(=O)c1ccccc1NC(=O)c1ccccc1N(C)S(C)(=O)=O | 0% | 11% | 4%
15 | CC(COc1ccc(C(C)C)cc1)NC(=O)c1ccc(Br)o1 (stereo not drawn) | 24% | . | 2%
16 | COc1cc(NC(=O)Cn2nnc(-c3ccccc3N)n2)cc(OC)c1 | 10% | -13% | 5%
17 | CN(C(=O)c1ccc(N2CCCCC2)c([N+](=O)[O-])c1)C1(C)CCS(=O)(=O)C1 (stereo not drawn) | -3% | -4% | 2%
18 | Cc1ccc(S(=O)(=O)N(C)CC(=O)Nc2nnc(CC(C)C)s2)cc1 | 1% | -14% | 1%
19 | COc1ccc(OC)c(NC(=O)c2cccnc2)c1 | 2% | 13% | .
20 | Cc1ccc(N2C(=O)C(CC(=O)Nc3cccc(F)c3)N(CCc3ccccc3F)C2=O)cc1 (stereo not drawn) | . | -3% | 1%
21 | Nc1c(C(=O)Nc2cccc(F)c2)nnn1-c1ccc2c(c1)OCCO2 | 0% | 9% | -16%
22 | Cc1nnc(N/N=C/c2ccc(Br)cc2)n1N | -2% | -18% | .
23 | C[C@@H]1COC(=O)[C@@H](CC(=O)OC(C)(C)C)C/C=C\C[C@H](CC(=O)NCCO)C(=O)N1 | . | -7% | 1%
24 | COC(=O)c1ccc(-c2nc3ccc(C)cc3o2)cc1 | -1% | 4% | 0%

Five entries picked at random from the list so far, as already listed:
no. | smiles | N370S GC mod | FEN1 inh | TDP1 inh
23 | C[C@@H]1COC(=O)[C@@H](CC(=O)OC(C)(C)C)C/C=C\C[C@H](CC(=O)NCCO)C(=O)N1 | . | -7% | 1%
17 | CN(C(=O)c1ccc(N2CCCCC2)c([N+](=O)[O-])c1)C1(C)CCS(=O)(=O)C1 (stereo not drawn) | -3% | -4% | 2%
13 | COc1ccc(C(=O)NCC(=O)NCCc2c[nH]c3ccccc23)cc1OC | -2% | -3% | 0%
18 | Cc1ccc(S(=O)(=O)N(C)CC(=O)Nc2nnc(CC(C)C)s2)cc1 | 1% | -14% | 1%
20 | Cc1ccc(N2C(=O)C(CC(=O)Nc3cccc(F)c3)N(CCc3ccccc3F)C2=O)cc1 (stereo not drawn) | . | -3% | 1%

(more compounds)
no. | smiles | N370S GC mod | FEN1 inh | TDP1 inh
25 | C=C(C)COc1ccc(-c2[nH]ncc2-c2ccc(OC)cc2)c(O)c1 | -4% | -27% | .
26 | CC(C)CCN(C)C1CCN(S(=O)(=O)c2cccc(C(F)(F)F)c2)CC1 | -12% | -2% | 0%
27 | O=C(C(=O)c1ccc(O)cc1)c1ccccc1 | -11% | 20% | .
28 | CCc1cc2c(Nc3ccc(O)cc3)nc(C)nc2s1 | 20µM* | 13% | 6%
29 | COc1ccc(C(=O)Nc2cc(OC)c(NC(=O)c3ccco3)cc2OC)cc1 | 9% | 9% | -2%
30 | CC(=O)c1cccc(N(CC(=O)Nc2cccnc2)S(C)(=O)=O)c1 | -29% | 1% | 7%
31 | C[C@H](NC(=O)C1CCN(S(=O)(=O)c2ccccc2)CC1)C(=O)NCc1ccc(Cl)c(Cl)c1 | -9% | -9% | 3%
32 | COc1cc2c(c(OC)c1)C(c1cc(OC)c(OC)c(OC)c1)CC(=O)N2 (stereo not drawn) | . | -7% | 5%
33 | Nc1[nH]ncc1C(=O)Nc1cccc(C(F)(F)F)c1 | -3% | -3% | 7%
34 | CN(Cc1cccnc1)C(=O)CC1C(=O)NCCN1Cc1ccc(-c2ccccc2)cc1 (stereo not drawn) | 3% | -5% | 8%
35 | Cc1ccc(-c2cc(C(=O)Nc3c(C)n(C)n(-c4ccccc4)c3=O)c3ccccc3n2)cc1 | . | 0% | 0%
36 | CC(Oc1ccc2c(-c3ccccc3)cc(=O)oc2c1)C(=O)N1CCC[C@@H]1C(N)=O (stereo partly drawn) | -1% | 2% | .

(further entries)
no. | smiles | N370S GC mod | FEN1 inh | TDP1 inh
37 | COc1ccc(C=O)cc1Cn1ccnc1 | 0% | 20% | 7%
38 | CCOC(=O)c1ccc(N2C(=O)c3n[nH]c(-c4ccco4)c3C2c2cccc(F)c2)cc1 (stereo not drawn) | . | ? | 5%
39 | CC(=O)NCCc1cnc[nH]1 | 2% | 2% | .
40 | CCN1CCN(CCNC(=O)c2cn(C(C)c3ccccc3F)nn2)CC1 (stereo not drawn) | 0% | 6% | 0%
41 | Cc1ccccc1Nc1nc(N)nc(COC(=O)c2ccccc2)n1 | 4% | 7% | 8%
42 | O=C(c1cc2nc(-c3ccc(Cl)cc3)cc(C(F)(F)F)n2n1)N1CCOCC1 | -5% | 3% | 6%
43 | O=C1OCCC1Sc1nnc(-c2ccc3c(c2)OCO3)o1 (stereo not drawn) | -6% | 5% | -1%
44 | Cc1ccc(NC(=O)C2(C)Cc3ccccc3C(=O)O2)cc1 (stereo not drawn) | 2% | 2% | 5%
45 | O=C(c1ccc(Cl)c(S(=O)(=O)N2CCCCCC2)c1)N1CCN(c2ccccn2)CC1 | 2% | -15% | -1%
46 | O=C(NCc1ccco1)c1ccc2c(c1)N(Cc1ccc(Cl)cc1)C(=O)c1ccccc1S2 | . | -31% | 3%
47 | CN(CC(=O)Nc1ccccc1C(F)(F)F)C(=O)Cc1ccccc1F | -3% | 2% | 1%
48 | COc1ccc(CNc2nc(Cl)nc3nc[nH]c23)cc1 | . | ? | 0%&0%

Next part.
no. | smiles | N370S GC mod | FEN1 inh | TDP1 inh
49 | C(=N\Nc1cc(N2CCCCC2)ncn1)/c1ccco1 | -1% | 12% | .
50 | COc1ccccc1N=Nc1c(C)[nH]n(-c2ccccc2)c1=O | -3% | -10% | .
51 | COc1cccc(-c2cnc(NCc3ccccc3Cl)n2C)c1 | . | -18% | 7%
52 | CCc1nnc(NC(=O)Cc2cccs2)s1 | -6% | -10% | 3%
53 | O=C(NNS(=O)(=O)Cc1ccccc1)c1ccc([N+](=O)[O-])cc1 | -5% | 13% | .
54 | O=C(NC1CCCCC1)c1ccc(Cn2c(SCc3ccccc3F)nc3cccnc32)cc1 | . | -17% | 1%
55 | N#C/C(=C\c1c(N2CCCCCC2)nc2ccccn2c1=O)C(N)=O | -12% | -2% | .
56 | CC(C)c1onc(C(=O)N2CCCCCC2)c1[N+](=O)[O-] | -1% | -9% | 1%
57 | Cc1ccc(Oc2ccc3c(c2)C(=O)N(c2cccc4cccnc24)C3=O)cc1 | 10% | 0% | 0%
58 | Oc1ccc(Br)cc1CN1CCCCCCC1 | -6% | -3% | -5%
59 | CCOc1ccccc1-c1nnc2n1N=C(c1cccc(OC)c1)CS2 | -6% | . | 14%
60 | C[C@]12C(=O)N(c3ccc(Cl)cc3)C(=O)N1[C@H]1c3ccccc3OC[C@@H]1[C@H]2c1ccccc1 | -9% | 7% | .

Next part.
no. | smiles | N370S GC mod | FEN1 inh | TDP1 inh
61 | COc1cccc(-c2nnc(N(C)C(=O)c3ccno3)s2)c1 | 8% | . | 3%
62 | Cc1noc(C)c1COc1ccc(C(=O)O)cc1 | 4% | 5% | 6%
63 | COc1ccc(NC(=O)CN(c2cc(C)cc(C)c2)S(=O)(=O)c2c(C)noc2C)cc1Cl | . | -23% | 2%
64 | O=C(c1cc([N+](=O)[O-])ccc1N1CCOCC1)N1CCN(c2ccccc2)CC1 | 0% | . | 5%
65 | CC1CCCCN1C(=O)CSc1nnc(-c2ccco2)o1 (stereo not drawn) | -1% | -1% | 9%
66 | CC(C)(C)NS(=O)(=O)c1ccc(OCC(=O)NCc2ccco2)cc1 | 0% | 0% | 3%
67 | Cc1c(NC(=O)c2ccc(-c3cccc([N+](=O)[O-])c3)o2)c(=O)n(-c2ccccc2)n1C | -4% | -8% | -2%
68 | Cc1cc(C)n(-c2nc3ccccc3nc2N2CCOCC2)n1 | 7% | -3% | -9%
69 | CC1CC(C)CN(C(=O)COC(=O)c2ccc3c(c2)OCCO3)C1 (stereo not drawn) | . | 10% | 1%
70 | O=C(CCCCCn1c(=O)[nH]c2ccsc2c1=O)NCc1ccc(F)cc1 | 6% | -7% | 2%
71 | Cc1cc(C(C)(C)C)c(O)c(C)c1CC1=NCCN1 | ? | 8% | 5%
72 | COc1ccc(S(=O)(=O)N(C)CC(=O)Nc2ccccc2C(F)(F)F)cc1OC | -7% | -2% | 7%

The results go on.
no. | smiles | N370S GC mod | FEN1 inh | TDP1 inh
73 | CC(=O)c1ccc(N2CCN(S(=O)(=O)c3cccc4nsnc34)CC2)cc1 | -4% | 1% | -10%
74 | Cc1[nH]c(=O)c(C#N)c(C)c1Br | 2% | -2% | 5%
75 | COCCNC(=O)c1onc(CSc2cc(C)cc(C)c2)c1C(=O)NCCOC | -11% | -11% | -1%
76 | COc1ccccc1CNC(=O)CCC1N=C2c3ccccc3N=C(SCC(N)=O)N2C1=O (stereo not drawn) | . | -3% | 4%
77 | Cc1cccc2c1-c1sc(C(=O)N3CCN(c4cccc(Cl)c4)CC3)cc1CO2 | . | -3% | -9%
78 | N#Cc1cccc(NC(=O)CNC(=O)Cc2ccccc2)c1 | -1% | 0% | .
79 | O=c1[nH]c2ccc(Cl)cc2c(O)c1Cc1ccccc1 | 25% | 5% | 3%
80 | Cc1ccc(N(C(=O)Cn2nnc(-c3ccc(F)cc3)n2)C(C(=O)NC(C)(C)C)c2ccncc2)cc1 (stereo not drawn) | 9% | -3% | 0%
81 | CNc1nc(-c2ccc3c(c2)CCN3C(=O)c2ccccc2F)c(C)s1 | -16% | -10% | 6%
82 | O=c1[nH]ncc2ccccc12 | -6% | . | 19%
83 | COc1ccc(C2CC(c3ccccc3)=NN2C(=O)CSc2ncn[nH]2)cc1 (stereo not drawn) | -4% | 16% | 4%
84 | COP(=O)(CN(Cc1ccccc1)C(=S)Nc1c(C)cccc1C)OC | -1% | 3% | 0%

Other records:
no. | smiles | N370S GC mod | FEN1 inh | TDP1 inh
85 | COc1ccc(N2CCCn3c2nc2c3c(=O)n(CCc3ccccc3)c(=O)n2C)cc1 | -14%[2.35 µM] | -3% | 2%
86 | O=C(Oc1ccc(C(=S)N2CCOCC2)cc1Br)c1cc(Cl)ccc1Cl | 7% | 11% | 4%
87 | O=[N+]([O-])c1cc([N+](=O)[O-])c(Oc2c(Cl)cccc2Cl)cc1NN1CCCCC1 | 1% | 11% | .
88 | O=S1(=O)C=C(SCc2ccc(Cl)c(Cl)c2)Nc2ccccc21 | 1% | -13% | -2%
89 | COCC(=O)Nc1cc(C)cn(Cc2ccc(F)cc2)c1=O | -20% | 1% | .
90 | O=C1CCN(CCc2ccccc2)CCN1C(CSc1ccc(Br)cc1)Cc1ccccc1 (stereo not drawn) | -6% | -3% | 9%
91 | NNC(=O)c1cccc(COc2ccc3c(c2)CCC3)c1 | 3% | -4% | -3%
92 | Fc1ccc(C2CCCN2Cc2nc(CC3CC3)no2)cc1 (stereo not drawn) | -1% | -4% | -5%
93 | CCOC(=O)C(=O)N1CCC(C(=O)OCC)CC1 | -15% | 6% | 3%
94 | O=C(COC(=O)c1cccc([N+](=O)[O-])c1)NC1CCCC1 | 1% | -15% | .
95 | CCCCOP(=O)(OCCCC)C(O)c1ccc(Br)cc1 (stereo not drawn) | -1% | 7% | 6%
96 | Cn1c(=O)c2c(SCc3ccccn3)nc(CC(C)(C)C)nc2n(C)c1=O | 8% | -36% | -2%
97 | Cc1ccc(S(=O)(=O)NCC(C)n2cncn2)cc1C (stereo not drawn) | 0% | -1% | -4%
